# Source: PubChem
# GASC-1 inh – inhibitors of human GASC-1 (JMJD2C) demethylase | Q9H3R0 | GST-JMJD2C(1-420) H3K9me3 demethylation, DELFIA europium | inhibition, % at 2.35 µM | actives 0.069% (n = 330,000);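 active = more than half of a compound's replicate wells show inhibition beyond 50%, single wells judged on their own value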;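 also: signal counts dimethyl H3K9 product captured on neutravidin plate; 0% = median of DMSO wells and 100% = 0.3 times that DMSO median; strong numbers were not always called active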
# PP5 inh – inhibitors of human protein phosphatase 5 (PP5) | P53041 | purified PP5c, OMFP substrate fluorescence | inhibition, % at 6.7 µM | actives 0.18% (n = 320,000) | AID 1987;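 active = inhibition above the campaign's mean inhibition across all tested compounds plus 3 SD, cut at about 9.5% in these data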;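 also: 0% = DMSO only and 100% = 100 µM cantharidin control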
# Target sequence (P53041 whole entry, looked up): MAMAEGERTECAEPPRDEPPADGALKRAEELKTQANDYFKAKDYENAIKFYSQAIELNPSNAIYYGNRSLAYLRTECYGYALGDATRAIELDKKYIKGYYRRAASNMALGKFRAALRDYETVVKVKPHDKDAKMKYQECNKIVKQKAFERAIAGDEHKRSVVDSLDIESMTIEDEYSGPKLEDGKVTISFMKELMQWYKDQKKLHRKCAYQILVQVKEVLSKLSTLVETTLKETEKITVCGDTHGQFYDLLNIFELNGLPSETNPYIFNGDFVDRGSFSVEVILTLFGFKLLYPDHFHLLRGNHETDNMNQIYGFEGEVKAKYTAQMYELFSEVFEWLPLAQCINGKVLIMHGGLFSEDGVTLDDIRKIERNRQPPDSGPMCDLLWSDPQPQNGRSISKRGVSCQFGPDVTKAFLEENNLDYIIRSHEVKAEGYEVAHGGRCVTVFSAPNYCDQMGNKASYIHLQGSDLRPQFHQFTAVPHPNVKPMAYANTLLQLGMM
# Fh CTSL1 inh – blocks F. hepatica cathepsin L1 in PFM18AAP counter-screen; AID 1906; actives 0.49% (n = 300,000); recombinant F. hepatica cathepsin L1, Z-Leu-Arg-MCA fluorescence; inhibition, % at 5.96 µM;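 active = inhibition above the mean of all tested compounds plus 3 SD, set per screening campaign, cut at about 17% in these data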;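 also: 0% = plate median of test compound wells and 100% = 1 µM Z-Phe-Ala-diazomethylketone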
# core dimer inh – blocks dimerization of HCV core protein; AID 1899; TR-FRET GST/Flag-core106 dimerization, 1536-well; inhibition, % at 5 µM; actives 0.33% (n = 300,000);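 active = inhibition above the mean of all tested compounds plus 3 SD, set per screening campaign, cut at about 45% in these data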
#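 Assay system – GST-tagged and Flag-tagged HCV core protein residues 1-106 · Quantity – core106 proteins, GST 13.5 nM and Flag 17 nM · Benchmarks – unlabelled core106 and no-GST-core106 wells · Read-out basis – percent inhibition of core106 dimerization signal · Detection – time-resolved FRET, ex 340 nm, em 617 and 671 nm · Schedule – 4 h at 22.5 °C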
# TPT1 inh – blocks Candida albicans tRNA 2'-phosphotransferase; recombinant caTPT1, FP RNA substrate dephosphorylation; inhibition, % at 5 µM; actives 0.81% (n = 300,000); AID 1962;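 active = inhibition above the mean of all tested compounds plus 3 SD, set per screening campaign, cut at about 24% in these data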;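 also: plate controls were DMSO alone for no effect and ferristatin control at 100 nM for full effect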
# CR mimetic SO – yeast age-related superoxide inhibition as caloric restriction mimetic. S. cerevisiae aged cells, superoxide DHE fluorescence; active compounds read low. superoxide response (% of plate mean), % at 10 µM. actives 0.18% (n = 330,000). AID 2690;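 active = superoxide response under a set limit, about three screen SD below normal, cut at about 65% in these data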;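 also: yeast aged for seven days with compound at 30 °C before DHE staining; 100% = average MFI of all compound-treated wells on the plate with controls excluded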
# EBNA-1 inhibitor – blocks EBNA-1 binding to DNA; EBNA-1 DNA binding, fluorescence polarization; inhibition, % at 14.8 µM; actives 0.34% (n = 300,000); AID 1950; in the data active = inhibition above about 28%
# PP1 inh – counter-screen for PP5 inhibitors: inhibitors of human PP1-alpha; inhibition, % at 6.7 µM; P62136; purified PP1alpha, OMFP fluorescence; actives 0.9% (n = 320,000); AID 2235;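 active = inhibition above the mean inhibition of all tested compounds plus 3 SD, computed separately for each screening campaign, cut at about 15% in these data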
# Target sequence (P62136 whole entry, looked up): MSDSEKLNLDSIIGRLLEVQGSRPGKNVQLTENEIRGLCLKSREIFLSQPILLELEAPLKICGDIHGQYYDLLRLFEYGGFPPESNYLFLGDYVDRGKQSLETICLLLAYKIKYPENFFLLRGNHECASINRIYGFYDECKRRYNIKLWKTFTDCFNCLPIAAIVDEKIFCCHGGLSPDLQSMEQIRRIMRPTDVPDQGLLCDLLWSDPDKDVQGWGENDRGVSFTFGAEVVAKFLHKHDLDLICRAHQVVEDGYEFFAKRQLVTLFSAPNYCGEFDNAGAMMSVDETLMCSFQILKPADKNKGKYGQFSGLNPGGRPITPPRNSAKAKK
# ZTA counter – ZTA (EBV) inhibition in EBNA-1 counter-screen; P03206; ZTA-DNA binding, fluorescence polarization; inhibition, % at 11 µM; actives 0.15% (n = 320,000); AID 2234; in the data active = inhibition above about 33%
# An asterisk follows results filed as active; . = no result given.
# The opening 2 records as a preview:
SMILES,GASC-1 inh,PP5 inh,Fh CTSL1 inh,core dimer inh,TPT1 inh,CR mimetic SO,EBNA-1 inhibitor,PP1 inh,ZTA counter
CCC(=O)N1CCN(c2ccc(NC(=O)COc3ccccc3Cl)cc2)CC1,15,1.2,2,-2,4,88,3,-1,2
Cc1nc2ccccn2c1C(=O)/C=C/c1cccc([N+](=O)[O-])c1,12,-0.7,-3,-14,1,100,2,-2,5

# The listing, previewed entries included:
SMILES,GASC-1 inh,PP5 inh,Fh CTSL1 inh,core dimer inh,TPT1 inh,CR mimetic SO,EBNA-1 inhibitor,PP1 inh,ZTA counter
CCC(=O)N1CCN(c2ccc(NC(=O)COc3ccccc3Cl)cc2)CC1,15,1.2,2,-2,4,88,3,-1,2
Cc1nc2ccccn2c1C(=O)/C=C/c1cccc([N+](=O)[O-])c1,12,-0.7,-3,-14,1,100,2,-2,5
COc1ccc(N2CCN(C(=O)C(=O)c3c(C)n(C)c4ccccc34)CC2)cc1,-4,0.2,7,3,-2,103,-11,5,4
Nc1ccc(Cc2nc3c(ccc4ccccc43)[nH]2)cc1,-4,1.9,0,6,-1,94,12,-4,5
COc1ccc(NC(=O)N(CCc2ccccc2)Cc2cc3c(C)cc(C)cc3[nH]c2=O)cc1,-2,3.8,-4,13,2,107,-6,4,-14
COc1cccc(OC)c1C(=O)Nc1sc2c(c1C(N)=O)CCCC2,4,-2.3,1,8,0,103,5,-5,-1
COc1ccc(NC(=O)c2cc(S(=O)(=O)N3CCCCC3)ccc2OC)cc1,0,1.1,-2,5,0,97,-11,0,0
CCn1cc([N+](=O)[O-])c(C(=O)Nc2cc(C)on2)n1,9,-0.8,-1,-3,0,98,-2,3,-3
CC(C)[C@H](NC(=O)C1(c2ccccc2)CCN(C(=O)OC(C)(C)C)CC1)C(=O)O,4,0.5,27*,0,-5,84,-5,-1,-1
Cn1c2c(c(=O)n(C)c1=O)C(C(F)(F)F)(C(F)(F)F)N=C(CCC1CCCCC1)N2,2,0.3,4,-1,1,95,-2,1,10
CCN(CC)c1ccc(NC(=O)c2cccnc2)c(C)c1,1,-0.4,5,-9,0,99,-9,-1,7
O=C(Cc1ccc(F)cc1)Nc1cccc(S(=O)(=O)N2CCCC2)c1,-1,-1.5,1,2,-4,95,1,-8,6

# Whole records as entered above.
# COc1ccc(NC(=O)N(CCc2ccccc2)Cc2cc3c(C)cc(C)cc3[nH]c2=O)cc1 in the list: GASC-1 inh = -2; PP5 inh = 3.8; Fh CTSL1 inh = -4; core dimer inh = 13; TPT1 inh = 2; CR mimetic SO = 107; EBNA-1 inhibitor = -6; PP1 inh = 4; ZTA counter = -14
# CCN(CC)c1ccc(NC(=O)c2cccnc2)c(C)c1 in the list: GASC-1 inh = 1; PP5 inh = -0.4; Fh CTSL1 inh = 5; core dimer inh = -9; TPT1 inh = 0; CR mimetic SO = 99; EBNA-1 inhibitor = -9; PP1 inh = -1; ZTA counter = 7

# Further entries follow:
SMILES,GASC-1 inh,PP5 inh,Fh CTSL1 inh,core dimer inh,TPT1 inh,CR mimetic SO,EBNA-1 inhibitor,PP1 inh,ZTA counter
COc1ccc(OCC#CCN2CC(C)OC(C)C2)cc1 (stereo not drawn),-22,0.0,-1,7,-2,83,6,-3,13
CCn1c(SCC(=O)NC(=O)NCc2ccco2)nnc1-c1cccs1,-1,-2.3,-3,0,-1,108,-6,-1,8
O=C(CSc1ccc(-c2ccc(F)cc2)nn1)N1CCCCC1,-15,2.8,-4,7,-2,117,-7,8,-15
CCOc1ccc(CCNC(=O)c2ccc(CNS(=O)(=O)c3ccccc3)cc2)cc1OCC,-6,-1.6,-3,-3,0,111,1,-1,12
CCCCN(C(=S)Nc1cccc(SC)c1)C1CCN(C(C)=O)CC1,2,1.2,4,3,-1,86,8,-4,16
COc1cc(CC(=O)N(C)CC(=O)Nc2cc(C)ccc2C)cc(OC)c1OC,-6,2.8,-1,-9,-1,88,7,-1,-10
COc1cccc(OC)c1CC1SC(=O)NC1=O (stereo not drawn),0,0.9,-1,9,-3,87,4,-3,7
C=CCN(CC=C)CCOc1ccc(C)cc1[N+](=O)[O-],7,3.3,2,-2,-1,87,8,0,3
CN(C)C(=O)NC(NC(=S)Nc1ccccc1)C(Cl)(Cl)Cl (stereo not drawn),-6,0.1,-2,4,-1,76,-6,-1,3
O=C(CCCNC(=O)c1ccc(Cl)cc1)Nc1cccc(S(=O)(=O)N2CCCCC2)c1,-4,3.7,.,.,.,114,.,4,-15
Cc1ccc(C(C(=O)NC2CCCC2)N(Cc2cccnc2)C(=O)c2snc(C(N)=O)c2N)o1 (stereo not drawn),5,0.1,0,0,0,105,-3,0,3
CCOC(=O)N1CCc2c(sc(N)c2C#N)C1,13,2.6,0,-4,-1,113,-9,0,-5
COc1ccc(N=C2SC(CC(=O)Nc3ccc(F)cc3)C(=O)N2Cc2ccco2)cc1 (stereo not drawn),4,4.2,-1,2,-1,87,-1,0,-11
COC(=O)CCC(=O)Nc1cccc(C(=O)Nc2cccc(Cl)c2)c1,-6,3.7,1,-4,-4,104,-2,1,-23
CC(=O)OCCCN1c2ccccc2Nc2nnc(-c3ccccc3)cc21,-1,-0.2,-1,1,-3,80,-2,29*,7
O=C1c2cccc3c(N4CCCCC4)ccc(c23)C(=O)N1c1cccc(O)c1,0,-3.4,-1,0,75*,98,-8,4,6
O=C(NNC1=C(C(=O)C(F)(F)F)CCC1)c1ccc(Cl)cc1,2,1.0,0,4,-3,105,2,-4,-4
CCC(C)(C)n1nnnc1C(C(C)C)N1CCC(C(N)=O)CC1 (stereo not drawn),5,0.5,-1,-5,-5,98,6,-1,-8
Cc1cccc(NC(=S)NCc2ccncc2)c1C,-9,-0.6,6,-3,0,99,10,-1,-3
O=C(CN1CCCC1)NCC12CC3CC(CC(C3)C1)C2,7,-1.3,0,-16,-4,73,-3,-1,-13
CCCCC1(C)Nc2ccccc2-c2nc3ccccc3n21 (stereo not drawn),12,3.5,-1,-3,-3,90,-17,0,-5
Cc1ccc(-n2c(=O)c3sccc3n(Cc3cc(=O)n4cc(Cl)ccc4n3)c2=O)cc1F,3,-2.1,1,7,3,100,-1,-3,2
CCOC(=O)N1CCN(C2CCCN(C(=O)c3cccc(N(C)C)c3)C2)CC1 (stereo not drawn),2,-0.5,2,-4,0,81,-1,-1,1
CCOc1ccc(C(=O)Nc2ccccc2C(=O)O)cc1,3,0.9,-4,-8,-2,133,12,-2,-5
CCN(CC)CCCNC(=O)c1ccc2c(Cl)c3c(nc2c1)CCCC3,2,3.4,0,0,-1,88,1,-3,-5
COC(=O)c1sccc1NC(=O)Nc1cccc(Cl)c1Cl,-4,3.3,1,2,-8,115,1,5,-15
COc1ccc(/C=C2\N=C(SC)N(C)C2=O)cc1,-2,5.5,1,-6,-4,117,-7,-1,7
COC(=O)c1ccccc1NC(=O)CN(c1cc(OC)ccc1OC)S(C)(=O)=O,-2,3.2,-2,5,0,101,-8,-8,6
CCOc1cc(/C=C2\SC(=O)N(c3ccc(O)cc3)C2=O)ccc1O,10,1.5,7,2,70*,104,1,-1,6
CC(C)=CCN1CCN(Cc2cn(C(C)C)c3ccccc23)CC1CCO (stereo not drawn),-1,1.4,1,2,-2,100,6,0,-1
COC(=O)[C@H]1Cc2c([nH]c3ccccc23)[C@H](c2ccccc2)N1,1,2.8,-3,-4,-2,93,8,-1,5
COc1ccc(-c2[nH]ncc2C=O)cc1,-28,1.7,1,-8,-3,97,3,2,-8
Cc1cc(C(=O)CN2C(=O)C(=O)N(Cc3ccccc3)C2=O)c(C)n1-c1ccc2c(c1)OCCO2,-4,3.8,1,30,1,112,-3,9,4
Cn1nc(CC(=O)NCCN2C(=O)CSC2=O)c2ccccc2c1=O,2,0.3,4,-14,-5,92,7,-5,3
Cc1cccc(NC(=O)C2(c3ccccc3)CCOCC2)c1,-24,0.7,0,4,3,105,-15,-1,5
COc1cc(C2/C(=C(\O)c3ccc4c(c3)CC(C)O4)C(=O)C(=O)N2CCCn2ccnc2)ccc1O (stereo not drawn),-1,0.2,1,-2,-1,105,-6,-1,15
COc1cc2c(cc1OC)CN(S(=O)(=O)c1ccc3c(c1)OCCO3)CC2,0,3.3,-2,1,1,96,-2,-2,7
Cn1cc(Cl)c(C(=O)N/N=C/c2ccc(OS(=O)(=O)c3ccccc3)cc2)n1,17,1.7,3,1,-1,81,7,0,-3
CN(CC(=O)Nc1cccc(F)c1)C(=O)c1ccc(N2CCCCC2)c([N+](=O)[O-])c1,8,1.1,0,5,-2,104,-8,-3,12
CC1(C)CC(=O)/C(=C(\O)Cc2ccccc2)C(=NCCCCCC(=O)O)C1,-10,1.8,2,-6,13,89,0,3,-6
CCC1(CC)Cc2ccccc2C(N)=C1C#N,3,2.1,4,2,-7,90,-4,1,-14
Cc1ccc(NC(=O)NNC(=O)Cn2nc(-c3ccccc3)c(-c3ccccc3)c(C#N)c2=O)cc1,-9,8.4,-7,15,-2,126,-12,8,2
COc1cc(SC)ccc1C(=O)NCCOc1ccccc1Cl,16,-1.4,3,5,1,114,4,0,23
O=C(CSc1nc2[nH]ncc2c(=O)n1-c1ccccc1Br)NCc1ccco1,-2,-1.0,-4,3,0,97,9,1,4
CCOC(=O)Cc1csc(NC(=O)c2cc(=O)c3ccccc3o2)n1,30,-0.3,0,0,-1,100,10,0,10
O=C(N/N=C/C=C/c1ccco1)C(O)c1ccccc1 (stereo not drawn),16,3.8,3,13,3,91,-11,2,-3
COc1ccc(NC(=O)Cn2cnc3sc(C)c(S(=O)(=O)N4CCN(C)CC4)c3c2=O)cc1OC,-12,2.2,-4,1,-1,97,-14,-3,3
Cc1nc(-c2ccc(F)cc2)c(CC(=O)N(C)CC(=O)Nc2ccc(Br)cc2C)s1,7,0.5,-2,-6,0,99,-3,0,-16
COc1cccc(C(=O)NCC(=O)N2CCC3(CC2)NCCc2[nH]cnc23)c1,1,-0.9,-1,-2,1,106,2,-3,6

# An excerpt from above with just GASC-1 inh and EBNA-1 inhibitor.
Molecule	GASC-1 inh	EBNA-1 inhibitor
COc1cc2c(cc1OC)CN(S(=O)(=O)c1ccc3c(c1)OCCO3)CC2	0	-2
Cn1cc(Cl)c(C(=O)N/N=C/c2ccc(OS(=O)(=O)c3ccccc3)cc2)n1	17	7
CN(CC(=O)Nc1cccc(F)c1)C(=O)c1ccc(N2CCCCC2)c([N+](=O)[O-])c1	8	-8
CC1(C)CC(=O)/C(=C(\O)Cc2ccccc2)C(=NCCCCCC(=O)O)C1	-10	0

# This is a random part of the collection, and some 3.1% of all compounds hit somewhere here.
